# MT stabilizer = microtubule stabilizers in HeLa cells; HeLa tubulin immunostaining HCS, 24 h; share of cells brighter than vehicle mean+2SD; % tubulin-high responders, % at 10 µM; 0.83% of 200,000 active; AID 2205;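 active = plate Z-score above 3 for both tubulin-high and condensed-nucleus cell shares, with cell loss under 80%, at 10 µM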;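 note: anti alpha tubulin signal scored within the nucleus-defined area of each cell; some results filed as inactive read as strong as hits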
# T cell HTS = T cell immune modulators affecting CD8 T cell-vesicle binding; calls only at 7 µM; 0.068% of 330,000 active; 2C CD8+ T cell-vesicle binding, flow cytometry; active compounds read low;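 active = response, share of CD8 T cells binding vesicles, and their 90th percentile fluorescence all below set limits, cut at about 80% in these data, passing the limit was not always enough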
#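 System: murine 2C transgenic CD8+ T lymphocytes; also added: QL9-loaded Drosophila micro-vesicles; times: binding 1.5 h at 37 °C; measured by: flow cytometry, PE anti-B7-1 (FL2) versus Alexa647 anti-CD8 (FL8), PFA-fixed; control set: Peptide-free naked vesicles (low) and QL9 vesicles with 0.7% DMSO vehicle (high)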
# West Nile virus CPE = inhibition of WNV-induced cytopathic effect – cell-based, CPE readout (AID 1621). West Nile virus-infected cells, CPE inhibition; higher % means a stronger effect. CPE inhibition, % at 10 µM; hits with a dose series show IC50 in µM. 0.02% of 290,000 active; in the data active = a potency from the dose series; inconclusive = CPE inhibition mostly from about 3.7% at the one dose, without a potency; inactive = the rest, 99 in 100 with CPE inhibition below about 2.2%; note: strong numbers were not always called active
# Autophagy mod = autophagy modulation, high-content screen | MEF GFP-LC3 puncta imaging; test concentration mostly 10 µM | calls only at 10 µM (by protocol) | 0.98% of 190,000 active | AID 463193;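 active = percentage of spot-positive cells more than 3 SD above its plate mean, without a fluorescence outlier flag or 80% toxicity; inconclusive = no clear call, values can overlap the other calls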;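 note: spot-positive cell cutoff set from DMSO-treated cells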
# Hep lipid drop = modulators of hepatic lipid droplet formation. AML12 mouse hepatocytes, oleate lipid droplets, BODIPY imaging. inhibition, % at 6.5 µM. 0.4% of 240,000 active;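 active = lipid droplet intensity inhibited by at least 50%, with more than 500 cells counted; inconclusive = wells with under 300 cells, treated as cytotoxic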
#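 System: AML12 hepatocytes (mouse). Probe or stimulus: oleic acid at 100 µM to induce lipid droplet formation. Times: overnight treatment with compound plus oleate. Detection: Image-based BODIPY and DAPI two-channel analysis. Evaluation: percent inhibition of filter-corrected integrated lipid droplet intensity per well.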
# bCat nuc transl = beta-catenin nuclear translocation modulation; 0.3% of 190,000 active; nuclear translocation activity, % at 5 µM; AID 1665; HeLa beta-catenin nuclear translocation, immunofluorescence imaging;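 active = nuclear translocation activity above 50% at 5 µM, with a well cell count of 50 or more; inconclusive = wells under 50 cells across six images, flagged as toxic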;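 note: per-cell ratio of nuclear to cytoplasmic median beta-catenin stain intensity; plate controls were DMSO negative control for no effect and GSK-3 inhibitor IX positive control for full effect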
#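 Test system: human HeLa cell line; Doses: 5 µM primary, 0.02–20 µM confirmation; Incubation: 24 h compound exposure, 37°C; Detection: beta-catenin immunofluorescence imaging with DAPI; Read-out: beta-catenin nuclear/cytoplasmic ratio, % activation.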
# WT yeast gro inh = growth inhibition of WT yeast, mitochondrial fusion screen; 2.1% of 190,000 active; AID 1362; inhibition, % at 10 µM; mitochondrial fusion phenotypic screen, WT strain; in the data active = inhibition above about 58%; tested in S. cerevisiae
# Insulin prom up = MIN6 insulin promoter up-regulation; MIN6 insulin promoter-GFP reporter, high-content imaging; active compounds read high; z-score at 5 µM; 0.3% of 190,000 active; AID 1625;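 active = z-score above 3 at 5 µM with at least 500 cells counted in the well; inconclusive = wells under 500 cells, flagged as cytotoxic or low count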
# Myeloid diff MLP = promotes myeloid progenitor differentiation. 1% of 360,000 active. ER-HoxA9 myeloid progenitors, lysozyme-GFP differentiation, flow cytometry. calls only at 10 µM. AID 624256;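 active = normalized GFP-positive differentiation at or above the plate's own cutoff, the solvent-only control mean plus 3 SD; inconclusive = no clear call, values can overlap the other calls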;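 note: cells exposed to compound for four days before flow analysis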
# WT yeast gro inh mutant strain = second read-out of WT yeast gro inh, no call of its own (marks repeat the call); inhibition, %; mitochondrial fusion phenotypic screen, mutant strain inhibition
# Insulin prom up cell count = also measured in Insulin prom up; calls as there; cell count; measured here: cytotoxicity, nuclei count;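 total cells summed across four imaged fields per well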
# Hep lipid drop cells 6.5 µM = also measured in Hep lipid drop; calls as there; cell count; measured here: cell count, cytotoxicity flag;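 cells counted across two imaged fields per well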
# bCat nuc transl cell count 5 µM = also measured in bCat nuc transl; calls as there; cell count; measured here: cell count, cytotoxicity flag
# T cell HTS vesicle-bound % = also measured in T cell HTS; calls as there; double positive events, %; measured here: CD8+ vesicle-bound cell fraction;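 binding gate set so that unloaded-vesicle control wells show 10% double positive cells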
# MT stabilizer Hoechst-high % = also measured in MT stabilizer; calls as there; % Hoechst-high responders; measured here: nuclear condensation Hoechst responders;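 share of cells brighter than vehicle mean plus two SD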
# MT stabilizer cytotoxicity % = also measured in MT stabilizer; calls as there; toxicity, %; measured here: cytotoxicity by cell density;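 0% = mean cell density of plate MIN control wells and 100% = no cells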
# Autophagy mod cell loss 18 h = further read-out of Autophagy mod, marked with its call; toxicity, %; measured here: cell loss, nuclei count;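 cell loss after 18 h compound exposure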
# Myeloid diff MLP GFP+ MAC1+ % = second read-out of Myeloid diff MLP, no call of its own (marks repeat the call); GFP+ MAC1+ double positive, %; measured here: differentiation confirmed by MAC1 staining
# Active calls of the source: *; i = inactive; ? = inconclusive; / = not tested or not shown.
SMILES,MT stabilizer,MT stabilizer Hoechst-high %,MT stabilizer cytotoxicity %,T cell HTS,T cell HTS vesicle-bound %,West Nile virus CPE,Autophagy mod,Autophagy mod cell loss 18 h,Hep lipid drop,Hep lipid drop cells 6.5 µM,bCat nuc transl,bCat nuc transl cell count 5 µM,WT yeast gro inh,WT yeast gro inh mutant strain,Insulin prom up,Insulin prom up cell count,Myeloid diff MLP,Myeloid diff MLP GFP+ MAC1+ %
Cn1c(=O)c(C(=O)CN2CCN(S(=O)(=O)c3ccccc3)CC2)c(N)n(Cc2ccccc2)c1=O,1.3,1.4,7.8,i,32.3,-0.9%,i,2.8,-9.0,606,-3.4,1132,-7.0,2.3,-0.61,1244,i,0.8
COC(=O)c1ccccc1NC(=O)CCn1c(=O)oc2ccccc21,/,/,/,i,6.3,-1.1%,/,/,-44.6,642,/,/,/,/,/,/,i,1.3
CC(C)c1ccccc1NC(=O)COC(=O)c1ccc(Cl)c(S(=O)(=O)N2CCCCCC2)c1,4.4,2.5,7.2,i,25.6,0.3%,i,-33.7,13.9,593,0.7,902,-23.3,14.5,0.32,1290,i,0.0
CC(=O)c1cccc(-n2c(CCC(=O)O)ccc2-c2cccs2)c1,2.4,1.3,5.6,i,26.1,1.1%,i,2.4,4.9,725,/,/,-7.8,-7.4,/,/,i,1.1
CCOC(=O)C1CCN(S(=O)(=O)c2cc3c(cc2C)NC(=O)CO3)CC1,/,/,/,i,26.4,-0.4%,/,/,5.1,772,/,/,/,/,/,/,i,5.8
COc1cc2c(cc1OC)-c1nnc(-c3ccco3)n1C1(CCCC1)C2,4.4,2.5,5.5,i,32.0,-0.4%,i,-12.4,-16.3,728,-1.8,1217,3.4,-0.7,-0.19,1211,i,0.3
CCCNC(=O)Cc1ccsc1,2.5,1.7,3.5,i,13.7,0.4%,i,4.3,2.6,742,-0.1,1187,-7.2,7.6,/,/,i,1.4
COc1ccc(-c2cc(C(F)(F)F)n3nc(C(=O)NCc4ccco4)cc3n2)cc1OC,2.2,0.9,5.3,i,47.8,-0.1%,i,-5.1,11.0,750,/,/,10.4,27.6,-1.18,1046,i,0.6
O=C(CCN1C(=O)C2CC=CCC2C1=O)Nc1ccccc1Cl (stereo not drawn),/,/,/,i,20.5,0.1%,/,/,-3.7,696,/,/,/,/,/,/,i,0.4
COc1ccccc1N1CCN(C(=O)C2CCCO2)CC1 (stereo not drawn),1.6,2.0,7.7,i,33.2,0.1%,i,-3.9,0.1,737,/,/,3.9,15.3,0.74,1255,i,1.7
Cn1c(NNC(=O)c2ccccc2F)cc(=O)n(C)c1=O,/,/,/,i,35.0,0.5%,/,/,-9.5,752,0.6,1371,/,/,0.28,1116,i,0.1
CCOC(=O)CN1C(=O)C(O)(CC(=O)c2ccc3c(c2)CCCC3)c2ccccc21 (stereo not drawn),2.9,2.1,6.9,i,23.7,0.8%,i,5.5,-13.5,735,-2.4,532,24.7,2.5,-0.35,1170,i,1.1
CC1CCC2C(=O)N(c3cccc(OS(=O)(=O)c4ccccc4)c3)C(=O)C2C1 (stereo not drawn),4.1,2.5,7.0,i,30.1,0.1%,i,-3.2,-0.3,717,1.3,564,5.2,4.9,0.41,1251,i,0.4
CC(=O)c1ccc(NC(=O)COC(=O)CCc2ccc(S(=O)(=O)N3CCOCC3)cc2)cc1,/,/,/,i,34.2,0.1%,/,/,-7.0,711,0.2,1248,/,/,-0.17,1409,i,0.5
Nc1nc(Nc2ccccc2F)nc(NCCO)c1[N+](=O)[O-],/,/,/,i,43.1,0.4%,/,/,15.6,747,0.3,1348,/,/,-0.98,1459,i,1.0
CS(=O)(=O)N(CC(=O)NCCSc1ccccc1)c1ccc2c(c1)OCO2,2.4,4.9,4.6,i,2.8,-0.3%,i,-0.5,-9.5,757,0.2,982,-17.4,-2.9,0,1304,i,6.4
O=C(CN1C(=O)NC2(CCCC2)C1=O)Nc1ccc(F)c([N+](=O)[O-])c1,/,/,/,i,39.7,-0.1%,/,/,12.7,798,/,/,/,/,/,/,i,2.2
CCOC(=O)COc1nc(C)c(Br)c(OC)n1,4.9,1.2,8.7,i,31.1,0.8%,i,4.7,/,/,-5.9,779,-21.2,-90.5,0.48,1523,i,6.8
Cc1nnc(SCC(=O)NC2CCCCC2)n1C1CCCCC1,4.0,3.1,2.6,i,54.7,-0.5%,i,-2.1,-11.3,702,0.8,499,-7.9,1.9,0,1336,i,2.5
O=C(Nc1cccc(O)c1)c1noc2c1CCc1ccccc1-2,1.0,0.8,2.2,i,22.1,0.3%,i,-5.9,-14.0,782,4.6,1147,22.7,25.5,0.54,873,i,4.7
CCOc1ccc(N(CC(=O)Nc2ccc(C)c(C)c2)S(=O)(=O)c2c(C)noc2C)cc1,2.5,2.1,5.5,i,37.1,1.7%,i,-6.7,-1.1,712,7.0,1058,8.6,-4.4,?,/,i,2.3
COc1ccc(-c2nc3ccccc3n2Cc2ccc(C)cc2)cc1,2.0,2.4,6.1,i,10.6,0.1%,i,-3.9,-0.8,671,1.4,1069,41.8,22.4,-0.41,1775,i,0.7
O=C(Cn1cc(S(=O)(=O)Cc2ccc([N+](=O)[O-])cc2)c2ccccc21)N1CCOCC1,/,/,/,i,12.6,0.6%,/,/,6.8,809,/,/,/,/,/,/,i,1.4
Cc1ccc(C(=O)ONc2ccc(N=O)cc2)cc1,4.0,2.3,4.2,i,2.8,0.1%,i,22.9,4.3,616,-1.6,1048,14.2,8.4,0.63,1923,i,1.3
O=C(CN(C(=O)c1csnn1)c1cccc(F)c1)NCc1ccc2c(c1)OCO2,/,/,/,i,55.6,-0.1%,/,/,-18.8,729,/,/,/,/,/,/,i,1.4
# (more compounds)
SMILES,MT stabilizer,MT stabilizer Hoechst-high %,MT stabilizer cytotoxicity %,T cell HTS,T cell HTS vesicle-bound %,West Nile virus CPE,Autophagy mod,Autophagy mod cell loss 18 h,Hep lipid drop,Hep lipid drop cells 6.5 µM,bCat nuc transl,bCat nuc transl cell count 5 µM,WT yeast gro inh,WT yeast gro inh mutant strain,Insulin prom up,Insulin prom up cell count,Myeloid diff MLP,Myeloid diff MLP GFP+ MAC1+ %
OC(COc1ccc(Br)cc1)CN1CCCC1 (stereo not drawn),/,/,/,i,42.9,0.0%,/,/,-2.1,763,/,/,/,/,/,/,i,1.4
COc1ccccc1CCNC(=O)C1CCC(=O)N(C2CC2)C1 (stereo not drawn),/,/,/,i,3.7,0.2%,/,/,-1.7,658,/,/,/,/,/,/,i,1.8
CCOC(=O)c1c(C)[nH]c(C(=O)OCCOc2ccccc2C)c1C,4.3,1.6,4.9,/,/,-1.4%,i,5.6,-10.2,656,-0.4,1054,1.4,-6.0,1.02,1470,i,0.2
COc1ccc(Cl)cc1NC(=O)c1cnccn1,/,/,/,i,62.3,-0.6%,/,/,-0.8,810,/,/,/,/,/,/,i,0.7
Cc1cc(C)cc(NC(=O)CSc2ccccc2)c1,1.3,1.7,4.1,i,25.1,-0.7%,i,-5.6,-5.0,770,2.4,1069,-4.5,-13.2,-0.24,1185,/,/
O=c1[nH]c(CSc2nnc(-c3ccccc3)n2-c2ccccc2)nc2ccccc12,6.9,1.8,6.3,i,52.2,1.0%,i,-3.0,61.8*,728*,-0.9,450,8.2,1.0,-0.06,1150,i,0.2
COc1ccc(CNCCSc2nnnn2C)c(OC)c1OC,1.2,1.5,6.1,i,42.3,-0.4%,i,0.0,5.4,748,-0.3,988,-2.9,4.4,-0.84,1458,i,0.7
CCOC(=O)c1ccc(NC(=O)N2CCN(C3CCCCC3)CC2)cc1,1.8,1.4,6.1,i,19.3,-0.5%,i,-7.0,9.4,751,-1.0,1232,-3.7,-12.6,-0.79,862,i,6.5
CCOc1ccc(C(=O)c2cc([N+](=O)[O-])ccc2Cl)cc1,2.5,1.3,6.8,i,49.7,0.3%,i,8.1,/,/,0.1,1338,8.2,1.5,0.33,1478,i,0.7
Cc1cc(C)n(-c2nc(NCC3CCCO3)c3c4c(sc3n2)COC(C)(C)C4)n1 (stereo not drawn),1.1,1.1,3.1,i,50.8,1.0%,i,-3.3,-1.1,677,-3.5,1165,54.1,34.0,-0.52,923,/,/
CSc1ncc(C(=O)Nc2ccc(C)cc2C)c(C)n1,/,/,/,i,32.1,0.0%,/,/,-1.0,809,/,/,/,/,/,/,i,1.4
Cc1cc(Cl)ccc1OCC(=O)N(Cc1cccs1)C1CCS(=O)(=O)C1 (stereo not drawn),/,/,/,i,32.7,-0.9%,/,/,-11.2,820,/,/,/,/,/,/,i,4.9
CCCCNC(=O)C(=O)NCc1ccncc1,/,/,/,i,15.4,0.1%,/,/,1.1,623,-0.6,1361,/,/,0.77,1067,i,0.1
COc1ccc(NS(=O)(=O)c2ccc(N/N=C/c3ccc(N4CCOCC4)cc3)c([N+](=O)[O-])c2)cc1,2.7,3.6,6.8,i,43.9,0.0%,i,3.4,3.7,638,-1.4,958,-1.9,-2.9,/,/,i,0.6
COc1cccc(-n2c(SCc3cc(=O)oc4cc(O)c(O)cc34)nc3ccccc3c2=O)c1,2.1,2.1,4.4,i,31.9,-0.1%,i,18.6,-7.7,590,0.3,832,-7.7,-4.3,-0.02,1324,i,0.1
COC(=O)[C@@H]1CCCN1Cc1nc(Cc2ccccc2F)no1,1.8,3.7,4.4,i,65.3,0.8%,i,-6.8,-10.0,747,-0.6,1590,3.5,-5.5,0.48,1671,i,0.8
CCC(=O)OCn1nnc2ccccc2c1=O,1.3,1.4,5.3,i,23.2,0.2%,i,2.1,15.7,773,-2.8,1186,3.4,4.1,0.88,1091,i,0.1
CN(C)c1cccc2c1c(NS(=O)(=O)c1cn(C)cn1)nn2C,/,/,/,i,32.6,0.2%,/,/,2.2,900,/,/,/,/,/,/,i,1.4

# Assay outcomes: PubChem BioAssay, several laboratories
